Hep lipid drop: hepatic lipid droplet formation modulation; AML12 mouse hepatocytes, oleate lipid droplets, BODIPY imaging; 240,000 tested, 0.4% active; inhibition, % at 6.5 µM;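 active = lipid droplet intensity inhibited by at least 50%, with more than 500 cells counted; inconclusive = wells with under 300 cells, treated as cytotoxic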
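Assay system: AML12 mouse liver cells | Compound: 6.5 µM single-point dosing | Schedule: Overnight exposure | Technique: Fluorescence imaging, 20x objective, two fields per well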
SIAH1 antagonists: blockers of Siah-1 interaction with plectin peptide – biochemical, fluorescence polarization, rhodamine-plectin, uHTS, primary screen (AID 1817) | Siah-1 / rhodamine-plectin peptide fluorescence polarization; higher % means a stronger effect | one-dose displacement, % at 20 µM; IC50 in µM for titrated hits | 290,000 tested, 0.02% active;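 active = displacement of at least 50% at 20 µM, with a fluorescence ratio check between 0.3 and a set limit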;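 note: plate controls were Siah plus tracer with DMSO for no effect and tracer alone without Siah for full effect; strong numbers were not always called active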
UTI89 phage lysis: protection from phage-mediated lysis, alamar blue read-out – E. coli UTI89, K1F phage, bacterial capsule biogenesis inhibitors (AID 488966); E. coli UTI89 K1F phage lysis, alamar blue, 2 h; higher % means a stronger effect; one-dose inhibition, % at 100 µM; IC50 in µM for titrated hits; 340,000 tested, 0.02% active;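 active = phage lysis inhibition, versus mean bacterial control, above a set limit; inconclusive = no clear call, values can overlap the other calls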;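 note: capsule biogenesis inhibitors block K1F phage lysis so surviving cells raise fluorescence; higher fluorescence means more inhibition of phage lysis; actives were called in the ten point dose series up to 300 µM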
Hep lipid drop cells 6.5 µM: recorded beside Hep lipid drop, whose call it bears; cell count; measured here: cell count, cytotoxicity flag;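 cells counted across two imaged fields per well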
The depositor's hits bear a star; i = inactive; ? = inconclusive; / = not tested or not shown; [ ] = dose if it differs, or a comment.

no.	SMILES	Hep lipid drop	Hep lipid drop cells 6.5 µM	SIAH1 antagonists	UTI89 phage lysis
1	Cc1cc(OCC(=O)Nc2ccc(CN3CCOCC3)cc2)c2c(C)cc(=O)oc2c1	-38	645	1%	0.0%
2	O=C(NCc1ccco1)C(c1ccncc1)N(C(=O)Cn1nnc2ccccc21)c1ccccc1F (stereo not given)	-1	801	6%	1.2%
3	CC1(C)CC(NC(=O)c2cc([N+](=O)[O-])cc([N+](=O)[O-])c2)CC(C)(C)N1	3	828	2%	-0.4%
4	COc1ccc(S(=O)(=O)NCC(=O)N(CC2CCCO2)C(C(=O)NC2CCCC2)C(C)C)cc1 (stereo not given)	-23	786	0%	0.0%
5	CC(=O)Nc1ccc(Nc2nc(C)nc3c2nnn3Cc2ccccc2Cl)cc1	7	786	2%	0.6%
6	CCCC(c1nnnn1CS(=O)(=O)c1ccc(C)cc1)N1CCN(C2CCCC2)CC1 (stereo not given)	-25	762	1%	0.1%
7	Cc1ccc(C(=O)C(C)OC(=O)Cn2[nH]c(=O)c3ccccc3c2=O)cc1C (stereo not given)	0	854	-2%	0.1%
8	O=C(O)c1ccccc1N1C(=O)c2cccc3cccc(c23)C1=O	1	819	-2%	0.1%
9	O=C(CN1C(=O)c2ccccc2S1(=O)=O)c1ccc(Cl)cc1Cl	-6	656	3%	0.3%
10	Cc1c(C(=O)N2CCCCC2)c(S(=O)(=O)NCc2ccc(Cl)cc2)c(C)n1C	-2	751	1%	-0.4%
11	O=C(NNS(=O)(=O)c1ccc([N+](=O)[O-])cc1)C(=O)Nc1cccc(C(=O)O)c1	-2	720	-1%	0.2%
12	O=C(N/C(=C\c1ccc(Cl)cc1)C(=O)N1CCCCC1)c1ccco1	20	806	4%	-1.2%
13	CCOC(=O)N1CCN(C(=O)c2ccc(CS(=O)c3ccccc3)o2)CC1 (stereo not given)	-28	738	12%	0.0%
14	CCCOc1ccc(Cn2c(=O)oc3ccc(C)cc32)cc1	-10	673	-5%	i
15	O=C(/C=C/c1ccccc1O)c1ccco1	-2	836	0%	-2.9%
16	CCOC(=O)NN1C(=O)c2ccccc2NC1c1cccs1 (stereo not given)	-5	825	1%	0.3%
17	Cc1cccc[n+]1CC(=O)c1ccc(NC(=O)c2ccccc2)cc1	-2	824	6%	0.0%
18	O=C(O)c1ccc(OCCN2CCCC2=O)cc1	-2	786	-1%	0.3%
19	COc1ccc(CN2CCNC(=O)C2CC(=O)NCC2CCOCC2)c(F)c1 (stereo not given)	-3	809	1%	0.0%
20	O=C(CN(C(=O)c1csnn1)c1ccc(F)c(Cl)c1)NCc1ccc2c(c1)OCO2	-15	662	0%	-0.2%
21	Cc1cc(C)nc(SCC(=O)OCC(=O)Nc2ccccc2)n1	6	780	3%	0.3%
22	CC1CCCCC12NC(=O)N(CC(=O)c1ccc(Cl)s1)C2=O (stereo not given)	6	880	7%	-0.2%
23	Cc1ccccc1N(C(=O)CCC(=O)Nc1ccccn1)C(C(=O)NC(C)C)c1ccc(F)cc1 (stereo not given)	-27	789	3%	0.1%
24	CC1(C)CC(NC(=O)c2ccccc2F)CC(C)(C)N1	1	817	-4%	-1.8%
25	COc1cccc(NC(=O)C(C)N2C(=O)c3ccccc3C2=O)c1 (stereo not given)	2	789	0%	-0.5%
26	CN1CCN(c2nc(-c3ccc(Cl)c(Cl)c3)nc3ccccc23)CC1	8	841	2%	0.3%
27	O=C(O)c1ccccc1NS(=O)(=O)c1ccc2ccccc2c1	-5	854	-5%	0.5%
28	COC(=O)C(NC(=O)CN1C(=O)c2ccccc2C1=O)c1ccc(O)c(OC)c1 (stereo not given)	-1	887	-3%	0.3%
29	Cc1ccc(C)c(NC(=S)N2C3CCCC2CC(NC(=O)C2CC2)C3)c1 (stereo not given)	2	736	-2%	-0.1%
30	CC(=O)Nc1ccc(NC(=O)CSc2ccc3nnc(CCNS(=O)(=O)c4ccc(C)cc4)n3n2)cc1	7	724	0%	0.1%
31	C=C(C)CN(CC)C(=O)Cn1cnc2c(oc3ccccc32)c1=O	-31	694	0%	0.0%
32	Cc1ccc2nsnc2c1S(=O)(=O)N1CCN(C)CC1	-3	839	1%	0.3%
33	O=C(CN(Cc1ccc(F)cc1)C(=O)CCC(=O)Nc1nccs1)NCc1ccc(F)cc1	-3	811	13%	-0.6%
34	COc1cccc(C(=O)C2CCCN(Cc3cccc(OCCO)c3)C2)c1 (stereo not given)	3	857	10%	0.1%
35	O=C1C(Cl)=C(NCCN2CCOCC2)C(=O)c2ccccc21	-5	784	4%	-0.1%
36	CN(C)CCNc1ncnc2oc(-c3ccccc3)c(-c3ccccc3)c12	-31	786	1%	3.9%[50 µM]
37	Cc1cc(C)cc(NC(=O)CCC(=O)Nc2nnc(C(C)C)s2)c1	-4	634	-7%	0.2%
38	Cc1cc(C)c2cc(C(=O)Nc3ccc(C)c(F)c3)[nH]c2c1	-4	667	1%	0.9%[50 µM]
39	Cc1[nH]c(C(=O)O)c(C#N)c1C(=O)c1ccccc1	24	683	1%	0.3%
40	CC(=O)Nc1ccc(S(=O)(=O)N(C)CC(=O)N/N=C/c2cccs2)cc1	-2	816	-2%	0.0%
41	Cc1cccc(Nc2cc(C)nc3ccccc23)c1	-5	819	-2%	1.0%
42	COc1ccc(Nc2cc(C)c3cc([N+](=O)[O-])ccc3n2)cc1	3	391	2%	1.2%[50 µM]
43	CCOc1ccc(-n2nc3ccc(N)cc3n2)cc1	8	805	-4%	-0.2%
44	CC(C)(C)C(=O)Nc1cc2c3c(c1)CC(=O)N3CCC2	17	675	-8%	0.0%
45	COc1ccc(OC)c(NC(=O)C(=O)c2cn(CC(=O)N3CCCC3)c3ccccc23)c1	1	880	-3%	0.2%
46	Cc1ccc(/C=N/NC(=O)c2nnn(-c3nonc3N)c2C(C)C)s1	-2	668	-6%	0.3%
47	CC(=O)c1ccccc1Oc1ncnc(N)c1[N+](=O)[O-]	29	698	2%	0.1%
48	CCOc1ccccc1NC(=O)Nc1ccc(OC)nc1	-14	723	5%	2.5%[50 µM]

For convenience, some entries already given:
no.	SMILES	Hep lipid drop	Hep lipid drop cells 6.5 µM	SIAH1 antagonists	UTI89 phage lysis
47	CC(=O)c1ccccc1Oc1ncnc(N)c1[N+](=O)[O-]	29	698	2%	0.1%
48	CCOc1ccccc1NC(=O)Nc1ccc(OC)nc1	-14	723	5%	2.5%[50 µM]

Following part.
no.	SMILES	Hep lipid drop	Hep lipid drop cells 6.5 µM	SIAH1 antagonists	UTI89 phage lysis
49	CC(C)CCNC(=O)CN(C(=O)CCC(=O)Nc1nccs1)c1ccc2c(c1)OCCO2	-6	757	3%	0.1%
50	O=C(NNc1ccccc1)Nc1ccccc1F	-4	745	0%	0.2%
51	COc1ccc(NC(=O)Cc2nnc(SCC(=O)Nc3nccs3)n2C)cc1	3	732	3%	0.3%
52	COc1cccc(CNC(=O)CN(C)S(=O)(=O)c2ccc3c(c2)n(C)c(=O)c(=O)n3C)c1	?	/	0%	0.2%
53	CC(=O)N1CCN(C(=O)C2(NC(=O)Nc3ccccc3Cl)CCCCC2)CC1	16	764	10%	1.0%
54	Cc1ccn2c(c1)nc(=O)c1cc(S(=O)(=O)N3CCOCC3)ccc12	6	724	-1%	0.2%
55	O=C(COc1ccccc1)N=C1SC2CS(=O)(=O)CC2N1c1ccc(F)cc1F (stereo not given)	18	740	-2%	0.0%
56	Cc1ccc(-c2noc(C3CCCN(C(=O)c4cccc([N+](=O)[O-])c4)C3)n2)o1 (stereo not given)	-6	842	-8%	-0.2%
57	CCc1ccc(N(C(=O)c2ccco2)C(C(=O)NC2CCCC2)c2cccnc2)cc1 (stereo not given)	-2	803	2%	-0.4%
58	CCC(=O)N1CCc2cc(Br)cc(S(=O)(=O)N(C)c3ccc(OC)cc3)c21	-1	779	0%	0.1%
59	CC(=O)Oc1c(Br)cc(N(C(C)=O)S(=O)(=O)c2ccccc2)c2ccccc12	-10	753	-3%	-1.6%
60	O=C(CN1CCN(S(=O)(=O)N2CCCCC2)CC1)Nc1ccc(Br)cc1	8	803	-1%	-0.1%

Laid out differently: entries from further up.
The line under a structure holds: Hep lipid drop | Hep lipid drop cells 6.5 µM | SIAH1 antagonists | UTI89 phage lysis
39: Cc1[nH]c(C(=O)O)c(C#N)c1C(=O)c1ccccc1
→ 24 | 683 | 1% | 0.3%
40: CC(=O)Nc1ccc(S(=O)(=O)N(C)CC(=O)N/N=C/c2cccs2)cc1
→ -2 | 816 | -2% | 0.0%
41: Cc1cccc(Nc2cc(C)nc3ccccc23)c1
→ -5 | 819 | -2% | 1.0%
42: COc1ccc(Nc2cc(C)c3cc([N+](=O)[O-])ccc3n2)cc1
→ 3 | 391 | 2% | 1.2%[50 µM]
43: CCOc1ccc(-n2nc3ccc(N)cc3n2)cc1
→ 8 | 805 | -4% | -0.2%
44: CC(C)(C)C(=O)Nc1cc2c3c(c1)CC(=O)N3CCC2
→ 17 | 675 | -8% | 0.0%
45: COc1ccc(OC)c(NC(=O)C(=O)c2cn(CC(=O)N3CCCC3)c3ccccc23)c1
→ 1 | 880 | -3% | 0.2%
46: Cc1ccc(/C=N/NC(=O)c2nnn(-c3nonc3N)c2C(C)C)s1
→ -2 | 668 | -6% | 0.3%
47: CC(=O)c1ccccc1Oc1ncnc(N)c1[N+](=O)[O-]
→ 29 | 698 | 2% | 0.1%
48: CCOc1ccccc1NC(=O)Nc1ccc(OC)nc1
→ -14 | 723 | 5% | 2.5%[50 µM]
49: CC(C)CCNC(=O)CN(C(=O)CCC(=O)Nc1nccs1)c1ccc2c(c1)OCCO2
→ -6 | 757 | 3% | 0.1%
50: O=C(NNc1ccccc1)Nc1ccccc1F
→ -4 | 745 | 0% | 0.2%
51: COc1ccc(NC(=O)Cc2nnc(SCC(=O)Nc3nccs3)n2C)cc1
→ 3 | 732 | 3% | 0.3%
52: COc1cccc(CNC(=O)CN(C)S(=O)(=O)c2ccc3c(c2)n(C)c(=O)c(=O)n3C)c1
→ ? | / | 0% | 0.2%
53: CC(=O)N1CCN(C(=O)C2(NC(=O)Nc3ccccc3Cl)CCCCC2)CC1
→ 16 | 764 | 10% | 1.0%
54: Cc1ccn2c(c1)nc(=O)c1cc(S(=O)(=O)N3CCOCC3)ccc12
→ 6 | 724 | -1% | 0.2%
55: O=C(COc1ccccc1)N=C1SC2CS(=O)(=O)CC2N1c1ccc(F)cc1F (stereo not given)
→ 18 | 740 | -2% | 0.0%
56: Cc1ccc(-c2noc(C3CCCN(C(=O)c4cccc([N+](=O)[O-])c4)C3)n2)o1 (stereo not given)
→ -6 | 842 | -8% | -0.2%
57: CCc1ccc(N(C(=O)c2ccco2)C(C(=O)NC2CCCC2)c2cccnc2)cc1 (stereo not given)
→ -2 | 803 | 2% | -0.4%

Other results
no.	SMILES	Hep lipid drop	Hep lipid drop cells 6.5 µM	SIAH1 antagonists	UTI89 phage lysis
61	Cc1c(CCC(=O)NCCCn2ccnc2)c(=O)oc2cc3oc4c(c3cc12)CCCC4	-2	829	-1%	0.4%
62	Cc1ccc2c(c1)N(C(=O)CCC(=O)NCc1cccnc1)CC(C)O2 (stereo not given)	14	831	5%	3.0%
63	COc1ccc(N(CC(=O)N2CCN(Cc3ccccc3)CC2)S(=O)(=O)c2ccccc2)cc1	-12	780	-2%	-0.2%
64	O=C(O)CSc1nnc(COc2ccc(Br)cc2)n1-c1ccccc1	5	785	5%	0.3%
65	CC(=O)c1c(C)oc2ccc(NS(=O)(=O)c3ccc(C)cc3)cc12	12	693	-2%	0.0%
66	COc1cccc(NC(=O)CCC2CCN(C(=O)c3sccc3C)CC2)c1	-1	659	0%	0.0%
67	CCOC(=O)C1CCN(C(=O)c2cccc(NC3=NC4CS(=O)(=O)CC4S3)c2)CC1 (stereo not given)	12	786	-7%	6.5%
68	Oc1[nH]c2ccc(Br)cc2c1N=NC(=S)NCC1CCCO1 (stereo not given)	-5	664	-8%	0.1%

3 compounds out of the list above, arranged by the number in SIAH1 antagonists, rising:
no.	canonical_smiles	SIAH1 antagonists
67	CCOC(=O)C1CCN(C(=O)c2cccc(NC3=NC4CS(=O)(=O)CC4S3)c2)CC1 (stereo not given)	-7%
61	Cc1c(CCC(=O)NCCCn2ccnc2)c(=O)oc2cc3oc4c(c3cc12)CCCC4	-1%
64	O=C(O)CSc1nnc(COc2ccc(Br)cc2)n1-c1ccccc1	5%

Only part of the results is shown; the hit share may differ from the screen's.
